# CRFR2-BP antag = blocks CRF-induced signaling of the CRF-BP/CRF-R2 complex; HEK293 CRF-R2/CRF-BP, CRF-induced calcium fluorescence; inhibition, % at 11.8 µM; AID 588475; 350,000 compounds, 0.59% hits;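 active = inhibition of the ligand-induced calcium signal above about 50% at the single tested concentration, limit read from the data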
# CHRM5 antagonist = antagonists of human muscarinic M5 receptor (CHRM5); CHO-hM5 cells, Fluo-8 calcium fluorescence, ACh EC80; inhibition, % at 3 µM; 360,000 compounds, 0.59% hits; AID 624040;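 active = inhibition above a per-plate cutoff, the mean of that plate's test compounds plus 3 SD, cut at about 27% in these data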;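 also: 0% = acetylcholine EC80 with DMSO and 100% = DMSO without agonist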
# TAAR1 antagonist = antagonists of human TAAR1; Q96RJ0; CHO RD-HGA16 TAAR1, Fluo-8 calcium fluorescence, antagonist; inhibition, % at 3 µM; 360,000 compounds, 1.5% hits; AID 624466;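 active = inhibition above a per-plate cutoff, the mean inhibition of test compounds on that plate plus 3 SD, cut at about 49% in these data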;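 also: 0% = DMSO plus EC80 beta-PEA response and 100% = DMSO alone without agonist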
# Target sequence (Q96RJ0 whole entry, looked up): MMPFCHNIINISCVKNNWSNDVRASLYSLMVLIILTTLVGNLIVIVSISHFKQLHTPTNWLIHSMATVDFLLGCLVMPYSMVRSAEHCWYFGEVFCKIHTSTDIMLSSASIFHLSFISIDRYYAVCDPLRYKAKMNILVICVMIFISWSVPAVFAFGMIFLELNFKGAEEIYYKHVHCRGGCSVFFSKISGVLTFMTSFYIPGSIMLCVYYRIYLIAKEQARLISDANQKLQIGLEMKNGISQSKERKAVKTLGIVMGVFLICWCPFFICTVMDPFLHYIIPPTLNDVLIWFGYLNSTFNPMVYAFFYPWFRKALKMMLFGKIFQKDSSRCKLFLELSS
#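 Material: RD-HGA16 CHO cells with stable hTAAR1 and Gα16; Dosing: single nominal final test compound concentration of 3 µM; Schedule: seeding 17-24 h prior, 75-min 37 °C, 30-min RT dye loading; Detection: kinetic Fluo-8 calcium fluorescence measurement; Measure: % inhibition from peak post-agonist over basal fluorescence ratio; Benchmarks: vehicle and agonist controls.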
# M4 PAM = positive allosteric modulators of human muscarinic M4 receptor. P08173. CHO-K1 hM4/Gqi5, Fluo-8 calcium fluorescence, ACh EC20; 0% = ACh EC20, 100% = maximal ACh. activation, % at 3 µM. 360,000 compounds, 0.4% hits. AID 624126;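 active = activation above its plate's cutoff, the mean activation of sample wells plus 3 SD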; also: some results filed as inactive read as strong as hits
# Target sequence (P08173 whole entry, looked up): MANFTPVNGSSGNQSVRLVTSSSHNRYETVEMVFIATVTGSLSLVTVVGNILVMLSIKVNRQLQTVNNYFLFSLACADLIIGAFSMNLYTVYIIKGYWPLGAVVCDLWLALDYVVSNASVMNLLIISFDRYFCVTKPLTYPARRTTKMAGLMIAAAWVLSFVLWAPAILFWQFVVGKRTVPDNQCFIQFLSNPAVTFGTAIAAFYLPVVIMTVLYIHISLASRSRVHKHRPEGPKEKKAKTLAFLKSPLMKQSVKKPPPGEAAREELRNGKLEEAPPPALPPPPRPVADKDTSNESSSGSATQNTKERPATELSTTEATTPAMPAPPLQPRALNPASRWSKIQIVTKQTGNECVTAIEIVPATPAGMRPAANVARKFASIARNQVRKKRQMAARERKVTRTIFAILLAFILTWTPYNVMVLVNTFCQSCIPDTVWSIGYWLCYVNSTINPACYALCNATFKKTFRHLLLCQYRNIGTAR
# M5 PAM = CHRM5 positive allosteric modulation. 360,000 compounds, 0.3% hits. CHO-K1 hM5, Fluo-8 calcium, ACh EC20 PAM; 0% = ACh EC20, 100% = ACh EC100. activation, % at 3 µM;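 active = activation above the run cutoff, the mean activation of all test compounds plus 3 SD, cut at about 18% in these data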
#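 Probe or stimulus: acetylcholine, EC20 level; Assay system: human M5 receptor in CHO-K1 cells; Schedule: compound preincubation 140 s before EC20 acetylcholine addition; Technique: intracellular calcium via Fluo-8 fluorescence; Dosing: single-point, 3 µM nominal; Read-out basis: percent activation from peak-over-basal fluorescence ratio, scaled EC20-to-EC100 acetylcholine; Repeats: one well per compound, no replicates.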
# CHRM5 agonist = agonists of human muscarinic M5 receptor (CHRM5). P08912. CHO-K1 hM5 cells, Fluo-8 calcium fluorescence; 0% DMSO wells, 100% maximal acetylcholine response. activation, % at 3 µM. 360,000 compounds, 0.19% hits;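 active = activation above the run's mean over test compounds plus 3 SD, cut at about 23% in these data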;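 also: signal is peak over basal fluorescence ratio across the kinetic read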
# M1 PAM parental = M1 PAM counterscreen hit in parental CHO-K1 cells. ATP EC20, Fluo-8 calcium fluorescence; 0% at ATP EC20, 100% at ATP max. activation, % at 3 µM. 360,000 compounds, 0.02% hits;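 active = activation above the run cutoff, the mean activation of all test compounds plus 3 SD, cut at about 40% in these data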;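 also: peak over basal fluorescence ratio in a 140 s read after ATP addition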
# CRFR2-BP ag = CRF-BP/CRF-R2 complex agonism; HEK293 CRF-R2/CRF-BP, calcium dye fluorescence (FLIPR); percent of saturating CRF peptide response; activation, % at 13.2 µM; 350,000 compounds, 0.46% hits;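 active = activation of at least 50%, plus an integration ratio under a set limit after plate pattern correction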;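 also: plate controls were neutral control wells without compound for no effect and CRF at EC100 for full effect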
# TAAR1 ag = human TAAR1 agonism. Q96RJ0. CHO RD-HGA16 TAAR1, Fluo-8 calcium fluorescence; vehicle wells 0%, saturating PEA agonist 100%. activation, % at 3 µM. 360,000 compounds, 0.99% hits;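 active = activation above the mean activation of all test compounds in the run plus 3 SD, cut at about 38% in these data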
#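 Repeats: no replicates (n 1) | Material: CHO-derived RD-HGA16 cells with stable Gα16 and human TAAR1 | Technique: Kinetic Fluo-8 calcium fluorescence | Schedule: 17-24 h seeding, 75 min 37 °C dye, 30 min RT | Evaluation: % activation from peak over basal fluorescence ratio, DMSO-to-PEA scaled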
# The depositor's hits bear a star; . = not tested or not shown. The order is random; 4.2% or so of the library scored in one or more.
SMILES,CRFR2-BP antag,CHRM5 antagonist,TAAR1 antagonist,M4 PAM,M5 PAM,CHRM5 agonist,M1 PAM parental,CRFR2-BP ag,TAAR1 ag
Cc1ccccc1C1CCCN(Cc2nc(C3CC3)no2)C1 (centres undefined),9,3,13,-2,-3,-6,12,0.0,-2
CCCNc1ccc(S(=O)(=O)N(CC)CC)cn1,20,-4,7,4,4,-2,24,2.6,1
CCCCCCN1C[C@@H](n2cc(C3CC3)nn2)[C@H](O)C[C@@H]1c1ccc(C)cc1,-9,3,9,-2,3,-3,12,6.4,0
Cc1nc(C)n(CC(=O)N2CCCC(C(=O)c3cccc4ccccc34)C2)n1 (centres undefined),-8,-11,12,4,-4,-4,8,-0.4,-1
Cn1nc(C(=O)OCc2ccc(Br)cc2F)c2ccccc2c1=O,1,14,-1,-5,-9,3,30,0.7,2
CCOc1ccc(C2c3[nH]c4ccccc4c3C[C@H]3C(=O)N(C4CCN(Cc5ccccc5)CC4)CC(=O)N23)cc1OC (some centres undefined),-16,7,12,1,1,-3,20,1.0,10
Cc1ccc(C(=O)NC(=S)NNC(=O)c2ccccc2O)cc1,12,8,32,3,-3,1,3,90*,114*
CCOc1ccccc1NC(=O)CSc1nnc2ccc(-c3cccnc3)nn12,-1,3,-10,0,7,-11,-13,-2.2,2
O=C(NCCOC(=O)C1COc2ccccc2O1)c1cccnc1 (centres undefined),-91,2,1,-2,-4,-3,14,64*,-1
Cc1ccc(S(=O)(=O)N2CC(=NO)C2)cc1,11,-4,2,10,9,4,19,-0.4,5
C[C@H]1CN([C@@H](C)CO)C(=O)CCCn2nncc2CO[C@H]1CN(C)S(=O)(=O)c1ccc2ccccc2c1,-6,-9,-22,3,6,-1,-1,-1.7,2
NC(=O)c1ccc(NC(=O)COC(=O)c2ccc(Br)o2)cc1,3,1,-20,-2,7,5,2,0.3,12
CC(=O)Nc1cccc(C(=O)OCC(=O)N2CCN(C(=O)COC(=O)c3cccc(NC(C)=O)c3)CC2)c1,9,8,0,19,-8,3,6,2.4,8
Cc1c(C(=O)N2CCCC2)sc(NC(=O)c2ccccc2)c1C#N,4,-3,-11,14,0,3,2,3.4,7
COc1ccc(CC(NC(C)=O)C(=O)NC2CCN(C(=O)c3ccc(Cl)cc3)CC2)cc1 (centres undefined),13,11,2,5,-2,-1,15,-0.6,3

# Twelve entries out of the list, arranged by molar mass, falling:
SMILES,CRFR2-BP antag,CHRM5 antagonist,TAAR1 antagonist,M4 PAM,M5 PAM,CHRM5 agonist,M1 PAM parental,CRFR2-BP ag,TAAR1 ag
CCOc1ccc(C2c3[nH]c4ccccc4c3C[C@H]3C(=O)N(C4CCN(Cc5ccccc5)CC4)CC(=O)N23)cc1OC (some centres undefined),-16,7,12,1,1,-3,20,1.0,10
C[C@H]1CN([C@@H](C)CO)C(=O)CCCn2nncc2CO[C@H]1CN(C)S(=O)(=O)c1ccc2ccccc2c1,-6,-9,-22,3,6,-1,-1,-1.7,2
CC(=O)Nc1cccc(C(=O)OCC(=O)N2CCN(C(=O)COC(=O)c3cccc(NC(C)=O)c3)CC2)c1,9,8,0,19,-8,3,6,2.4,8
COc1ccc(CC(NC(C)=O)C(=O)NC2CCN(C(=O)c3ccc(Cl)cc3)CC2)cc1 (centres undefined),13,11,2,5,-2,-1,15,-0.6,3
CCOc1ccccc1NC(=O)CSc1nnc2ccc(-c3cccnc3)nn12,-1,3,-10,0,7,-11,-13,-2.2,2
Cc1nc(C)n(CC(=O)N2CCCC(C(=O)c3cccc4ccccc34)C2)n1 (centres undefined),-8,-11,12,4,-4,-4,8,-0.4,-1
NC(=O)c1ccc(NC(=O)COC(=O)c2ccc(Br)o2)cc1,3,1,-20,-2,7,5,2,0.3,12
Cc1c(C(=O)N2CCCC2)sc(NC(=O)c2ccccc2)c1C#N,4,-3,-11,14,0,3,2,3.4,7
O=C(NCCOC(=O)C1COc2ccccc2O1)c1cccnc1 (centres undefined),-91,2,1,-2,-4,-3,14,64*,-1
Cc1ccccc1C1CCCN(Cc2nc(C3CC3)no2)C1 (centres undefined),9,3,13,-2,-3,-6,12,0.0,-2
CCCNc1ccc(S(=O)(=O)N(CC)CC)cn1,20,-4,7,4,4,-2,24,2.6,1
Cc1ccc(S(=O)(=O)N2CC(=NO)C2)cc1,11,-4,2,10,9,4,19,-0.4,5

# More records
SMILES,CRFR2-BP antag,CHRM5 antagonist,TAAR1 antagonist,M4 PAM,M5 PAM,CHRM5 agonist,M1 PAM parental,CRFR2-BP ag,TAAR1 ag
CCCCCCNC(=O)c1ncn[nH]1,-4,2,-26,-10,-9,-1,7,-0.9,0
O=C1CC(N2CCN(Cc3ccc4c(c3)OCO4)CC2)C(=O)N1c1cccc(Cl)c1 (centres undefined),-1,-15,-3,3,2,-2,12,-1.4,0
COc1ccc(NC(=S)NC(C)Cc2cccs2)cc1 (centres undefined),18,0,-7,-7,-2,-6,-7,-0.8,5
CCc1ccc2nc(SCC(=O)N3CC(=O)Nc4ccccc43)c(C#N)cc2c1,1,10,-1,-3,-4,-5,-8,12,7
COc1ccc(Oc2nccc(-c3ccc(F)cc3)c2C#N)cc1,8,10,8,-3,-9,-6,-2,0.9,3
O=C(COC(=O)C1CC1)NCc1ccccc1,-3,-1,-6,8,4,2,16,-0.2,1
Cc1ccccc1CC1(CO)CCCN(C(=O)CCN2CCCO2)C1 (centres undefined),1,9,-10,-3,-1,-4,7,-0.9,1
Cc1cccc(N2CCN(S(=O)(=O)c3ccc4c(c3)CC(C)N4C(=O)C3CC3)CC2)c1C (centres undefined),9,12,-32,-1,-8,-5,-5,1.0,2
COc1cc(/C=C/C(=O)OCC(=O)Nc2ccccc2Cl)cc(OC)c1OC,-36,3,44,11,13,-3,14,9.4,23
COc1ccc(Cc2nnc(NC(=O)c3cccs3)s2)cc1,-15,-7,-5,8,9,-1,1,1.6,14
COCCn1c(SCC(=O)c2c(N)n(C)c(=O)n(C)c2=O)nc2ccccc21,-2,13,-6,-14,-12,0,8,-1.9,1
CC1(C)S[C@@H]2C(C(=O)OCc3ccccc3)NC(=O)N2C1C(=O)OCc1ccccc1 (some centres undefined),-2,14,51*,0,-8,1,3,2.2,9
CC(CC(=O)O)CC(=O)Nc1ccc(S(N)(=O)=O)cc1 (centres undefined),5,-1,-8,4,2,0,6,4.3,19
CCC12CC3CC(C1)CC(C(=O)O)(C3)C2,12,-6,-4,7,-3,-1,-4,-0.8,15
O=C(Nc1ccc(Cl)cc1F)c1cc(S(=O)(=O)N2CCCCC2)ccc1F,-2,1,-4,-2,3,1,-1,0.8,-1

# Single records (already shown). Order of values: CRFR2-BP antag | CHRM5 antagonist | TAAR1 antagonist | M4 PAM | M5 PAM | CHRM5 agonist | M1 PAM parental | CRFR2-BP ag | TAAR1 ag
# `O=C1CC(N2CCN(Cc3ccc4c(c3)OCO4)CC2)C(=O)N1c1cccc(Cl)c1` (centres undefined) in the list: -1 | -15 | -3 | 3 | 2 | -2 | 12 | -1.4 | 0
# `O=C(COC(=O)C1CC1)NCc1ccccc1` in the list: -3 | -1 | -6 | 8 | 4 | 2 | 16 | -0.2 | 1

# Other records follow.
SMILES,CRFR2-BP antag,CHRM5 antagonist,TAAR1 antagonist,M4 PAM,M5 PAM,CHRM5 agonist,M1 PAM parental,CRFR2-BP ag,TAAR1 ag
Cc1ccc(S(=O)(=O)Cn2nnnc2C(CC(C)C)N2CCN(c3ccccc3)CC2)cc1 (centres undefined),12,-5,2,8,6,-1,18,-0.8,7
CC(NCC(=O)Nc1ccccc1C(=O)NC1CC1)c1ccc(S(C)(=O)=O)cc1 (centres undefined),-3,2,5,8,8,4,5,-1.7,5
CCCCC(CC(C)O)c1n[nH]c(=S)n1-c1ccccc1 (centres undefined),-6,-1,-13,4,0,-1,14,-5.1,4
COc1ccc(CNC(=O)Cc2ccc(OC)c(S(=O)(=O)N3CCOCC3)c2)cc1,6,-5,2,6,4,-8,9,-0.8,1
CCC(=O)NC(NC(=S)Nc1ccccc1Br)C(Cl)(Cl)Cl (centres undefined),-3,7,8,3,-8,0,1,-0.1,6
Cc1nc(SCC(=O)NCc2ccc3c(c2)OCO3)nc(C)c1C,1,-7,-4,-2,-5,-12,0,0.3,7
COc1ccc(C(=O)Nc2c(N)nc(SCC(=O)Nc3ccc(C(C)=O)cc3)[nH]c2=O)cc1,1,7,2,2,-3,-4,5,0.4,0
O=C1CCCc2oc3ccc(O)cc3c21,11,-5,-6,-2,0,0,17,0.0,6
S=C(NNc1ccc2ccccc2c1)NC1CCCCC1,18,-6,18,1,-2,-3,-7,-1.4,4
c1ccc(-n2nnnc2Cc2nnnn2-c2ccccc2)cc1,-6,13,15,-8,-3,-4,-9,0.5,11
O=C(CCCSc1nc2ccccc2[nH]1)N1CCN(c2ccccc2)CC1,2,3,0,-1,-3,-1,14,-0.9,10
COc1ccc(N(C(=O)CNC(=O)c2ccco2)C(C(=O)NCC2CCCO2)c2ccccc2)cc1OC (centres undefined),2,10,-6,-2,4,-1,12,0.8,1
COc1cc(/C=N/NC(=O)c2ccncc2)ccc1OCC(=O)Nc1ccc(C)c(C)c1,-3,15,25,-3,-10,0,9,-1.4,13
CN(CC(=O)Nc1ccc(F)c(F)c1F)C(=O)c1n[nH]c(=O)c2ccccc12,-6,-1,7,1,2,1,8,-1.9,10
Cc1c(CCC(=O)N[C@@H](C)C(=O)O)c(=O)oc2cc3oc4c(c3cc12)CCCC4,12,10,-6,0,-2,-3,11,0.2,-1
O=C(Cn1nnc(-c2ccccc2)n1)NNC(=O)c1cccc([N+](=O)[O-])c1,-3,12,1,2,1,-1,13,-0.4,3
Cc1ccc(NC(=O)COC(=O)Cn2cnc3ccccc32)cc1S(=O)(=O)N(C)C,7,9,-4,-2,-3,-3,22,1.2,0
CCOc1ccc(C(=O)NC2CCN(CC(=O)NCc3ccccc3)CC2)cc1,-6,11,-7,-4,0,-2,9,-1.4,-3
CCCCn1c(=O)n(C)c(=O)c2c3c(sc21)COC(C)(C)C3,-8,-5,21,1,1,-6,22,0.9,-2
Cc1cc(C)nc(NS(=O)(=O)c2ccc(NC(=S)NC(=O)C3CCCC3)cc2)n1,9,-9,-31,4,5,-4,6,-3.9,12
CCOc1ccc(N2C(=O)CC(N3CCN(c4ccc(Cl)cc4)CC3)C2=O)cc1 (centres undefined),6,8,1,2,-6,-3,-26,-1.0,-1
CCCCN(C)c1c(C)nc2ccc(C(=O)NCCc3c[nH]c4ccccc34)cn12,.,10,27,-2,-11,1,20,.,9
Cc1ccc(F)c(CNC(=O)C2(C)CCCN2C(=O)C(C)C)c1F (centres undefined),.,-2,-16,-2,7,5,-7,.,1
CC(=O)C1=C(O)C(=O)N(c2ccc(Br)cn2)C1c1cccc([N+](=O)[O-])c1 (centres undefined),7,10,-31,-4,-2,-2,3,1.5,-1
Cc1ccc(C)n1-c1ccc(C(=O)N2CCOCC2)cc1,-3,-4,-7,-8,-8,0,-14,8.9,2

# From PubChem BioAssay
